# Rab9 prom act: qHTS Assay for Rab9 Promoter Activators; Potency, µM (series often up to 9.22 µM), for the others: top-dose activation, negative = inhibition, hits mostly activators; AID 485297, 2010; actives 2.8% (n = 320,000); Huh7 Rab9 promoter-luciferase reporter, luminescence, 24 h; note: % of control where 0% means no effect; nearly all actives have a fitted effect of over 60% in size
#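 Cell-based reporter: Huh7 stable for Rab9 promoter-driven luciferase, plated in reduced-serum medium with 10% FBS at 1500 cells/well, compound-treated 24 h at 37 °C, luminescence read after 10 min reagent.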
# CXXC DNA block: qHTS Fluorescence Polarization Assay for Inhibitors of MLL CXXC domain - DNA interaction; Potency, µM (titrated, usually from 115 µM), for the others: at the top dose activity change, negative = inhibition, hits mostly inhibitors; AID 2662, 2010; Histone-lysine N-methyltransferase 2A (Homo sapiens), Q03164; MLL-CXXC / FITC-HOXA9 DNA fluorescence polarization; actives 0.037% (n = 290,000); active = well fitted inhibition curve with a large enough effect in the polarisation, with a control signal flat, not every such curve was filed as active; inconclusive = small, poorly fitted or top-dose-only effect, or effect the other way, or a change in a side signal; inactive = no such curve, though single readings can be large or run the other way; the % refers to the polarisation
#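 Steps: dispense CXXC domain solution (7 uM) → pin compounds or unlabeled HOX-A9 DNA control → 5 min ambient → add FLSN-HOX-A9 solution (50 nM) → spin → 30 min ambient → fluorescence polarization. Tris pH 7.5/NaCl/DTT/BSA buffer.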
# RORg inh: qHTS for inhibitors of ROR gamma transcriptional activity. Nuclear receptor ROR-gamma (Mus musculus), P51450. Drosophila S2 Gal4-RORgamma UAS-luciferase reporter, 20 h. Potency, µM (top dose mostly 53.6 µM), without a hit: at the highest dose activity change, negative = inhibition, hits mostly inhibitors. actives 5.4% (n = 310,000). AID 2551, 2010; note: % is set by controls: 0 for no effect and ±100 for the full control effect; nearly all actives have a fitted effect of over 60% in size
# Target sequence (P51450 whole entry, looked up, the tested form may be a part): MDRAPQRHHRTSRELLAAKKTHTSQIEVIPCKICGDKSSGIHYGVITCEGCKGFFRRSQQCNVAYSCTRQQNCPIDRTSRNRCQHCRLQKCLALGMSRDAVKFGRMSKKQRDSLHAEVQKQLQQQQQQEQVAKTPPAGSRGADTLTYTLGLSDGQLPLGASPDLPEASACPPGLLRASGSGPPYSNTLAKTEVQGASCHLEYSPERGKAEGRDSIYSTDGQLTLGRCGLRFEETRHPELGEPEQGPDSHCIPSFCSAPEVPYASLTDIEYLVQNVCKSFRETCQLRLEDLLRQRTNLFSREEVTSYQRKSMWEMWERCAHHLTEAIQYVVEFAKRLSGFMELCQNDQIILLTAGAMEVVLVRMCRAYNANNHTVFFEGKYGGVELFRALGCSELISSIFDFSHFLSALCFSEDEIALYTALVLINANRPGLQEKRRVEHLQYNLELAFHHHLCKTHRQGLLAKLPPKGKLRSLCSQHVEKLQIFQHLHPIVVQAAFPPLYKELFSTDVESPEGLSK
#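 Luminescence from a UAS-regulated Photinus luciferase reporter in stably transfected Drosophila Schneider cells is measured; decreased signal marks ROR gamma inhibition. Fusion expression is induced by 700 uM copper sulfate for 20 hr.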
# p53 reactivator: qHTS assay for re-activators of p53 using a Luc reporter; H1299 p53-A138V BP100-luciferase reporter, luminescence, 24 h; Potency, µM (doses to about 92.2 µM), inactives show at the highest dose activity change, positive = activation, actives largely listed as activators; actives 0.063% (n = 320,000); note: % of control where 0% means no effect; nearly all actives have a fitted effect of over 45% in size
#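 H1299 (p53-null), stable ts p53-A138V + BP100-Luc; 1000 cells/well, Opti-MEM/10% FBS; cpd 4 pt, 1:5; 24 h, 37 deg C, 5% CO2; detection reagent 10 min RT; luminescence.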
# MBNL1-CUG inh: qHTS Assay for Inhibitors of MBNL1-poly(CUG) RNA binding. TR-FRET MBNL1-His/biotin-(CUG)12 binding, 665/545 ratio. Potency, µM (top dose mostly 57.5 µM), inactives show at the highest dose activity change, negative = inhibition, actives largely listed as inhibitors. actives 0.036% (n = 280,000). AID 2675, 2010; active = well fitted inhibition curve with a large enough effect in the signal ratio, with a control signal flat, not every such curve was filed as active; inconclusive = small, poorly fitted or top-dose-only effect, or effect the other way, or a change in a side signal; inactive = no such curve, though single readings can be large or run the other way; the % refers to the signal ratio; note: % is set by controls: 0 for no effect and ±100 for the full control effect
# Target sequence (Q9NR56 whole entry, looked up): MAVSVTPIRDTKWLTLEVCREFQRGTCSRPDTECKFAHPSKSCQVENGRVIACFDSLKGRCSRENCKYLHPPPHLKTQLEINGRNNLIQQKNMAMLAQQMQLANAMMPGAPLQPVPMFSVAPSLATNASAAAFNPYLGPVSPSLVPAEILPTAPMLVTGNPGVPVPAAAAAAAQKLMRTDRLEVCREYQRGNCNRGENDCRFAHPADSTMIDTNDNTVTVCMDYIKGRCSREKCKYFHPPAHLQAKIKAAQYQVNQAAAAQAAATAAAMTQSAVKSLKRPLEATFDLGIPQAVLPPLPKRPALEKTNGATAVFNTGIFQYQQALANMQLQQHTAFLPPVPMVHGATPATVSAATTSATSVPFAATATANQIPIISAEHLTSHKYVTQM
#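 TR-FRET between His-tagged MBNL1 and biotin-(CUG)12 RNA, detected with Tb anti-His antibody (0.055 ng/ul) and streptavidin-XL665 (5 nM), 60 min at room temperature. Compounds titrated 92 nM to 58 uM; 665/545 nm ratio normalized to buffer and complex controls.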
# NPC1 promoter act: qHTS Assay for NPC1 Promoter Activators; Huh7 NPC1 promoter luciferase reporter, 24 h; Potency, µM (series often up to 9.22 µM), without a hit: at the top dose activation, hits mostly activators; actives 2.4% (n = 320,000); AID 485313, 2010;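 note: % of control where 0% means no effect; nearly all actives have a fitted effect of over 60% in size; reporter is driven by a mutant NPC1 promoter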
#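 Stably transfected Huh7 (NPC1 promoter→luciferase), 1500 cells/well in Opti-MEM + 10% FBS, 2 h settle, then compound 24 h at 37 °C. Luminescence after 10 min with Amplite reagent.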
# VP16 counter: VP16 counterscreen qHTS for inhibitors of ROR gamma transcriptional activity | Potency, µM (top dose mostly 53.6 µM), inactives show at the highest dose activity, negative = inhibition, hits mostly inhibitors | AID 2546, 2010 | Drosophila S2 Gal4-VP16 UAS-luciferase, luminescence, 20 h | actives 3.5% (n = 310,000);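 note: Gal4-VP16 expression switched on by copper sulfate through the metallothionein promoter; % is set by controls: 0 for no effect and ±100 for the full control effect; nearly all actives have a fitted effect of over 50% in size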
# BRCA1 expr act: qHTS Assay to Identify Small Molecule Activators of BRCA1 Expression; Potency, µM (titrated, usually from 46.1 µM), for the others: at the top dose activation, most hits filed as activators; AID 624202, 2012; actives 1.1% (n = 380,000); MCF7-BRCA1-FFLuc reporter, luminescence, 48 h; response scale: scaled: vehicle 0%, 10 µM genistein 100%; note: nearly all actives have a fitted effect of over 80% in size; some results filed as inactive show a strong effect at the top dose
#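 Using MCF7 cells harboring a BRCA1 firefly luciferase reporter, plated 2 h before compound pinning, the screen measured luminescence after 48 h incubation. Responses were normalized to DMSO and 10 microM genistein, then fitted for concentration-effect.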
# ELG1 genotox: qHTS screen for small molecules that induce genotoxicity in human embryonic kidney (HEK293T) cells expressing luciferase-tagged ELG1; HEK293T ELG1-luciferase reporter, luminescence, 16 h; Potency, µM (titrated, usually from 46 µM), for inactives: top-dose activity change, positive = activation, hits mostly activators; actives 1.3% (n = 330,000); note: % of control where 0% means no effect; nearly all actives have a fitted effect of over 60% in size
#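 16 hr compound incubation (37 °C, 5% CO2) of HEK293T cells carrying luciferase-tagged ELG1; luciferase then measured by ONE-Glo luminescence after 30 min at RT.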
# FLuc counter: qHTS profiling assay for firefly luciferase inhibitor/activator using purifed enzyme and Km concentrations of substrates (counterscreen for miR-21 project). Potency, µM (doses to about 57.5 µM), for inactives: top-dose activity change, negative = inhibition, most hits filed as inhibitors. AID 588342, 2011. Luciferin 4-monooxygenase (Photinus pyralis), P08659. purified FLuc, Km substrates, luminescence inhibition. actives 6.9% (n = 360,000);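 note: plate controls were vehicle for no effect and reference inhibitor for full effect; nearly all actives have a fitted effect of over 55% in size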
#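 Purified P. pyralis luciferase, 10 nM final, with Km-level 10 uM D-luciferin and 10 uM ATP in 50 mM Tris acetate pH 7.5, 10 mM Mg acetate, 0.01% Tween-20, 0.05% BSA; 6-point qHTS titration about 60 µM downward; luminescence read.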
# uPA generation: qHTS for Inhibitors of Cell Surface uPA Generation; cell surface uPA generation assay, qHTS; Potency, µM (titrated, usually from 38.3 µM), for the others: at the top dose activity change, negative = inhibition, most hits filed as inhibitors; actives 0.31% (n = 330,000); AID 540303, 2011; active = well fitted inhibition curve with a large enough effect; inconclusive = small, poorly fitted or top-dose-only effect; inactive = no such curve, though single readings can be large or run the other way; tested in mouse RAW 264.7 cells; note: % is set by controls: 0 for no effect and ±100 for the full control effect; nearly all actives have a fitted effect of over 55% in size
# Active calls of the source: *; ? = inconclusive; · = no result given; [ ] = another dose, or the depositor's remark. Unless noted, calls come from the whole dose curve; as a rule, active = well fitted curve in the direction sought with a large enough effect; inconclusive = small, poorly fitted or top-dose-only effect, or another doubt; inactive = no such curve, though single readings can be large; an effect the other way counts as inactive or inconclusive. Potency is the fitted concentration of half-maximal effect. Not all compounds are listed; the hit share may differ from the screen's.
SMILES,Rab9 prom act,CXXC DNA block,RORg inh,p53 reactivator,MBNL1-CUG inh,NPC1 promoter act,VP16 counter,BRCA1 expr act,ELG1 genotox,FLuc counter,uPA generation
c1cc2c(cc1C1CCCCC1)c1c3n2CCN=C3CCC1,-29%,-9%,24%,8%,?,0%,2%,25%,-8%,-15%,4%
CN(C)S(=O)(=O)c1cccc(C(=O)NCc2cccs2)c1,-5%,2%,18%,-7%,-1%,1%,14%,-3%,1%,1%,0%
CCOc1ccc(N(CC(=O)N2CCOCC2)S(=O)(=O)c2ccc(F)cc2)cc1,-1%,1%,6%,-6%,7%,-2%,-1%,-7%,0%,2%,0%
N#Cc1ccc(CN2CCN(C(=O)CCNS(=O)(=O)c3ccc(F)c(F)c3)CC2)cc1,-5%,·,·,?,·,-3%,·,-14%,0%,0%,0%
COc1ccc(NC(=O)COc2ccc3oc(=O)cc(C)c3c2)cc1,-1%,-4%,13%,-3%,1%,1%,-5%,2%,-2%,-7%,1%
CNc1oc(Cc2ccccc2)nc1S(=O)(=O)c1ccccc1,-6%,-6%,-19%,-12%,-2%,0%,5%,-18%,3%,-3%[2.3 µM],0%
Cc1cc(NCc2ccc3c(c2)OCO3)n2nc(C)nc2n1,-1%,1%,23%,0%,-2%,-6%,-7%,-1%,2%,3%,-3%
Cc1ccc(NC(=O)N2CCC(NC(=O)c3cccc(C)c3)CC2)cc1,9%,4%,-10%,-8%,-1%,1%,-8%,-9%,1%,0%,3%
CCOc1ccc(N2C(=O)CC(NCCNc3ccc([N+](=O)[O-])cn3)C2=O)cc1 (configuration not stated),-3%,7%,10%,-3%,?,1%,-7%,-30%,-1%,-1%,1%
COc1ccc(S(=O)(=O)N[C@H](C(=O)N2CC[C@@]3(O)CCCC[C@H]3C2)c2ccccc2)cc1,0%,-2%,8%,2%,0%,10%,-3%,-11%,-1%,2%,-2%
CC(C)(C)[C@H]1CCC(=O)N([C@H](CSc2ccccc2)Cc2ccccc2)CC1,-1%,22%,?,·,11%,-2%,-1%,-8%,-9%,5%,5%
CCCNS(=O)(=O)c1ccc(OCC(=O)N2CCN(c3ccccc3)CC2)cc1,-7%,-1%,28%,-1%,-15%,0%,4%,-4%,-4%,4%,0%
CCN(CC)c1ccc(S(=O)(=O)N(CC)CC)cc1NC(=O)c1cccnc1,-3%,5%,-12%,-3%,-1%,0%,-12%,-24%,-12%,-1%,-2%
Cc1cc(C)c(C(=O)CSc2nc3ccccc3c(=O)[nH]2)cc1C,-6%,-1%,-3%,9%,?,-13%,-1%,-18%,-2%,-10%,1%
CC(C)N(C)Cc1cn(C)nc1-c1ccc(Oc2ccccc2)cc1,0%,-6%,3%,?,-10%,7%,3%,-2%,-6%,-1%,4%
COc1ccc(-c2csc(NC(=S)NC(=O)c3ccco3)n2)cc1,-1%,-4%,7.1µM*,14%,-10%,-3%,-2%,-3%,20%,0%,-2%
Cc1ccc(CNC(=O)C2CNc3cc(C)ccc3O2)cc1 (configuration not stated),10%,14%,38%,2%,4%,-2%,-7%,2%,3%,-1%,·
Cn1cc(CCC(=O)NCCCc2ccccc2)c2ccccc21,10%,2%,31%,-3%,-2%,0%,11%,-29%,0%,3%,3%
Cc1ccccc1OCCCC(=O)Nc1ccc(N2CCOCC2)cc1,5%,-3%,31%,5%,3%,7%,-1%,10%,-8%,-2%,4%
Cc1cccc(NC(=O)C(C)C(=O)c2ccccc2)c1 (configuration not stated),7%,2%,-1%,-5%,-1%,-3%,-1%,0%,-2%,3%,6%
COc1ccc(S(=O)(=O)Nc2ccccc2C(F)(F)F)cc1,0%,-6%,19%,1%,0%,6%,-4%,0%,-1%,0%,·
CN(C)c1ccc(N/C(=N\S(=O)(=O)c2cccs2)c2ccccc2)cc1,3%,-5%,?,1%,-11%,-1%,28%,-9%,3%,1%,1%
COc1ccc(CCNC(=O)c2nnn(-c3cccc(C)c3)c2N)cc1OC,-6%,4%,16%,-4%,0%,-2%,0%,-2%,-9%,-16%,·
COc1ccc2c(c1)CCC/C2=N\OC(=O)c1ccccc1F,0%,4%,0%,-3%,0%,0%,-7%,-2%,-2%,12µM*,2%
COc1ccc(Oc2cc(C(F)(F)F)nc(N(C)C)n2)cc1,-2%,-2%,-12%,6%,-21%,-2%,11%,-8%,-1%,2%,-1%
O=C1OC2(c3ccccc31)c1cc(I)c(O)c(I)c1Oc1c2cc(I)c(O)c1I,-2%,·,-30%,-6%,·,2%,-22%,·,-28%,?,·
CCc1c(C)sc(NC(=O)/C=C/c2ccc3c(c2)OCO3)c1C(=O)OC,-3%,8%,16%,-16%,-4%,0%,-7%,-47%,-1%,-15%,4%
O=C(O)CCCn1cc(NC(=O)COc2ccccc2)cn1,-2%,-8%,0%,0%,-9%,2%,3%,4%,4%,-1%,2%
CC(=O)NC(CC(=O)Nc1cccc(S(=O)(=O)N2CCCCC2)c1)c1ccccc1 (configuration not stated),2%,-8%,3%,-3%,-1%,-2%,0%,-8%,-3%,0%,-4%
COc1ccc(C(=O)NCC(=O)N2CCN(c3ncccn3)CC2)cc1OC,0%,·,·,-9%,·,-3%,·,-10%,0%,·,-2%

# Grouped by structure: the entries above with an aryl thioether with sulfur outside any ring
SMILES,Rab9 prom act,CXXC DNA block,RORg inh,p53 reactivator,MBNL1-CUG inh,NPC1 promoter act,VP16 counter,BRCA1 expr act,ELG1 genotox,FLuc counter,uPA generation
CC(C)(C)[C@H]1CCC(=O)N([C@H](CSc2ccccc2)Cc2ccccc2)CC1,-1%,22%,?,·,11%,-2%,-1%,-8%,-9%,5%,5%
Cc1cc(C)c(C(=O)CSc2nc3ccccc3c(=O)[nH]2)cc1C,-6%,-1%,-3%,9%,?,-13%,-1%,-18%,-2%,-10%,1%

# Later entries.
SMILES,Rab9 prom act,CXXC DNA block,RORg inh,p53 reactivator,MBNL1-CUG inh,NPC1 promoter act,VP16 counter,BRCA1 expr act,ELG1 genotox,FLuc counter,uPA generation
O=C(c1c(F)cccc1F)N1CCN=C1SCc1ccccc1,-1%,4%,2%,-2%,-4%,-2%,5%,-3%,-3%,1%,9%
O=C(O)C1CCCCC1C(=O)NCc1ccncc1 (configuration not stated),1%,3%,-34%,4%,-8%,0%,-13%,-2%,4%,-1%,-1%
Cc1nc2ncnn2c(C)c1CCC(=O)NC(C)c1ccc2c(c1)OCCO2 (configuration not stated),-2%,-7%,-9%,2%,-11%,2%,-1%,-4%[1.84 µM],-1%,-1%,1%
CCCCc1nc(NCc2ccccc2)c(C#N)c2c1CCCC2,-12%,5%,0%,9%,-11%,-5%,-4%,-28%,0%,-3%,4%
Cc1ccc(NC(=S)Nc2ccc(S(=O)(=O)Nc3ncccn3)cc2)c(C)c1,-5%,-4%,13µM*,5%,·,-6%,-19%,-1%,0%,2%,-4%
COc1ccccc1CNC(=O)C1Cc2cc(S(=O)(=O)N3CCCCC3)ccc2N1C(C)=O (configuration not stated),-1%,4%,17%,-1%,-6%,1%,13%,2%,0%,-1%,3%
CCN(CC)c1ccc(NC(=O)c2cccc(OC)c2)c(C)c1,1%,10%,-8%,3%,3%,-2%,23%,-39%,2%,?,-10%

# Sorted by molar mass (descending): some entries from above.
SMILES,Rab9 prom act,CXXC DNA block,RORg inh,p53 reactivator,MBNL1-CUG inh,NPC1 promoter act,VP16 counter,BRCA1 expr act,ELG1 genotox,FLuc counter,uPA generation
COc1ccccc1CNC(=O)C1Cc2cc(S(=O)(=O)N3CCCCC3)ccc2N1C(C)=O (configuration not stated),-1%,4%,17%,-1%,-6%,1%,13%,2%,0%,-1%,3%
Cc1nc2ncnn2c(C)c1CCC(=O)NC(C)c1ccc2c(c1)OCCO2 (configuration not stated),-2%,-7%,-9%,2%,-11%,2%,-1%,-4%[1.84 µM],-1%,-1%,1%
CCCCc1nc(NCc2ccccc2)c(C#N)c2c1CCCC2,-12%,5%,0%,9%,-11%,-5%,-4%,-28%,0%,-3%,4%
